Screening data: PubChem, several laboratories
Diaphorase act = counter-screen for diaphorase-based assays: diaphorase activators and chemical reducers; activation factor at 20 µM; actives 0.005% (n = 190,000); Diaphorase/resazurin coupled assay, resorufin fluorescence, 16 min; hits give high values; 1 = vehicle wells, 0 = NADH-free wells;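 active means diaphorase activity raised at least twofold by the compound at 20 µM; inactive means activation factor below 2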
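System – purified diaphorase enzyme from Clostridium kluyveri · Input – enzyme 0.07 U/mL final · Also added – final NADH 0.114 mM, resazurin 0.1 mM · Measured by – fluorescence of resorufin, 544 nm excitation, 590 nm emission · Timing – 16 min enzyme reaction, ambient temperature · Measure – resorufin increase flagging diaphorase activators or reducers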
TNAP act hiacc = increases human TNAP activity under high phosphate acceptor concentration. purified TNAP, CDP-star luminescence, 1 M DEA, 30 min; hits give high values; 0 = EDTA background, 1 = DMSO-only activity. activation factor at 20 µM. 200,000 tested, under 10 active. AID 1136;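 active means activation factor at least 2 at 20 µM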
Target sequence (P05186 whole entry, looked up): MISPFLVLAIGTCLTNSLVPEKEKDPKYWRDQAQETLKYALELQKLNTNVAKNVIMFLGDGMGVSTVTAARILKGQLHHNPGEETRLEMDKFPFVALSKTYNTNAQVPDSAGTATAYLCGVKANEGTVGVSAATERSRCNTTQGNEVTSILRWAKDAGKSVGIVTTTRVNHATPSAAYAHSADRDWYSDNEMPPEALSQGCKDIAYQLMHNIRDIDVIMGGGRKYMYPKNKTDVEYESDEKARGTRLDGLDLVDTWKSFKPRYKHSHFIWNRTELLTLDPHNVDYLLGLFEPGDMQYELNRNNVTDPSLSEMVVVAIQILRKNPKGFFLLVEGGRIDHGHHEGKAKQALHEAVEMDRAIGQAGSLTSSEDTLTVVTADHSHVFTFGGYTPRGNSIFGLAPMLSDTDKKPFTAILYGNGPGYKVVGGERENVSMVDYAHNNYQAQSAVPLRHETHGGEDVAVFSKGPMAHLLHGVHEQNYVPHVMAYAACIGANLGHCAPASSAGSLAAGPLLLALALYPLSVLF
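Test system – human TNAP · Doses – 20 µM single point · Incubation – 30 min, room temperature · Signal – luminescent substrate turnover signal · Read-out basis – activation factor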
PMI act = activators of human phosphomannose isomerase. P34949. purified human PMI, coupled resazurin fluorescence, 20 min; hits give high values; 1 = vehicle control, 0 substrate-free wells. activation factor at 20 µM. actives 0.005% (n = 190,000). AID 1214;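 active means activation factor of 2 or more at 20 µM, relative to plate controls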
Target sequence (P34949 whole entry, looked up): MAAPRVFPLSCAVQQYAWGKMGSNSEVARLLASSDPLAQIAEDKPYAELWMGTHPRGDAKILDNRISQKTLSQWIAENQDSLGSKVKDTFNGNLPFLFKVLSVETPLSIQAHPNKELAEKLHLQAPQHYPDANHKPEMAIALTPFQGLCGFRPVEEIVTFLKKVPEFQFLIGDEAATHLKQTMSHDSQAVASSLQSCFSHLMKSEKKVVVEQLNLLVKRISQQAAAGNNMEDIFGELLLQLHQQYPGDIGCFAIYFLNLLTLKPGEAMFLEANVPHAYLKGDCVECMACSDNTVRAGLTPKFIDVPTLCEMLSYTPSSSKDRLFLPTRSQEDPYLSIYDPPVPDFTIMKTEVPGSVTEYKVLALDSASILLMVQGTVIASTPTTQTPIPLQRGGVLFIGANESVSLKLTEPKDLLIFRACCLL
TNAP inh no acc = inhibitors of human TNAP without phosphate acceptor; purified TNAP, CDP-star luminescence, 30 min; inhibition, % at 20 µM; actives 0.26% (n = 200,000); AID 1012;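 active means tissue-nonspecific alkaline phosphatase inhibition above about 50% at 20 µM in the single-dose screen, limit read from the data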;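 further: 0% = DMSO negative control and 100% = EDTA positive control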
PMI act hi M6P = PMI (human) activation, high substrate | coupled PMI enzyme assay, resazurin fluorescence, 20 min; hits give high values; 1 = untreated enzyme, 0 = substrate-free blank | activation factor at 20 µM | actives 0.34% (n = 190,000) | P34949;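 active means activation factor of 2 or more at 20 µM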
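Test system: human phosphomannose isomerase with PGI, G6PDH, diaphorase coupling enzymes / Doses: 20 µM compound, 1% DMSO / Times: enzyme reaction with compound 20 min at room temperature / Measured by: Diaphorase-driven resazurin-to-resorufin fluorescence, excitation 544, emission 590 nm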
L major viab = inhibitors of Leishmania major promastigote growth; inhibition, % at 10 µM; Leishmania major promastigotes, resazurin fluorescence viability; AID 1063; actives 9% (n = 200,000); in the data active means inhibition above about 50%;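 further: promastigotes grown with compound for 44 hours at 28 °C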
TNAP inh hi DEA = TNAP (human) inhibition, high acceptor | P05186 | purified TNAP, CDP-star luminescence, 1 M DEA | inhibition, % at 20 µM | actives 0.03% (n = 200,000) | AID 1135;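 active means over 50% inhibition of tissue-nonspecific alkaline phosphatase at 20 µM in the single-dose screen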;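 further: plate controls were DMSO wells for no effect and EDTA-quenched wells as full inhibition for full effect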
bIAP act = increases bovine intestinal alkaline phosphatase activity | actives 0.17% (n = 200,000) | AID 1016 | purified bovine IAP, CDP-star luminescence, 30 min; hits give high values; fold of DMSO-control signal, blank-subtracted | activation factor at 20 µM;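 active means activation factor of 2 or more at 20 µM, a signal rise over negative controls twice the positive control's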
Diaph inh CS = diaphorase inhibition or chemical oxidation counter-screen. actives 0.69% (n = 190,000). diaphorase resazurin-to-resorufin fluorescence, NADH, 16 min; bacterial (C. kluyveri) enzyme, not human. AID 1217. inhibition, % at 20 µM;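 active means primary screen inhibition at 20 µM above a set limit, cut at about 50% in these data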;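 further: plate controls were DMSO with full reaction for no effect and wells lacking NADH for full effect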
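controls = No-NADH positive control and DMSO neutral control | system = Clostridium kluyveri diaphorase enzyme | timing = reaction incubation of 16 min at room temperature | signal = resorufin fluorescence 544/590 nm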
bIAP inh = intestinal alkaline phosphatase (bovine) inhibition; purified bovine IAP, CDP-star luminescence, 30 min; 190,000 tested, under 10 active; AID 1019; inhibition, % at 20 µM;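 active means over 50% inhibition of intestinal alkaline phosphatase at 20 µM in the single-dose screen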
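Assay system: bovine IAP enzyme; medium: DEA buffer 100 mM, pH 9.8, with MgCl2 1.0 mM, ZnCl2 0.02 mM; doses: 20 µM single dose; incubation: enzyme reaction for 30 min at room temperature; detection: CDP-star luminescence signal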
* marks the source's active call; other numbers are inactive results.

CCCn1ncc(CN2CCN(CCc3ccccc3)C(CCO)C2)c1C (stereo unspecified) was read as Diaphorase act 1, TNAP act hiacc 1, PMI act 1, TNAP inh no acc -0.4, PMI act hi M6P 1, L major viab 60.0*, TNAP inh hi DEA 0.3, bIAP act 1.1, Diaph inh CS -2.1 and bIAP inh -6.0.
CCOc1cc(/C=C2/NC(=O)N(CC(=O)OC)C2=O)ccc1OC was read as Diaphorase act 1, TNAP act hiacc 1, PMI act 1, TNAP inh no acc -11.0, PMI act hi M6P 1, L major viab -7.6, TNAP inh hi DEA -2.1, bIAP act 1, Diaph inh CS 0.7 and bIAP inh -3.1.
For Cc1ccc(CN2CCN(Cc3ccc(Oc4ncccn4)cc3)CC2CCO)cc1 (stereo unspecified) the results were Diaphorase act 0.9, TNAP act hiacc 1.1, PMI act 0.9, TNAP inh no acc -10.1, PMI act hi M6P 0.9, L major viab -7.0, TNAP inh hi DEA -8.3, bIAP act 1.1, Diaph inh CS 12.1 and bIAP inh -12.3.
`CCOC(=O)C(NC(=O)Nc1cccc(C)n1)(OCC(F)(F)F)C(F)(F)F` (stereo unspecified) gave Diaphorase act 0.7, TNAP act hiacc 1, PMI act 0.7, TNAP inh no acc -10.2, PMI act hi M6P 0.4, L major viab -6.0, TNAP inh hi DEA 1.5, bIAP act 1, Diaph inh CS 31.1 and bIAP inh 2.5.
COc1ccc(OCC(=O)N/N=C(\C)CC(=O)Nc2ccc(OC)cc2[N+](=O)[O-])cc1 was read as Diaphorase act 1, TNAP act hiacc 0.9, PMI act 1, TNAP inh no acc -5.4, PMI act hi M6P 1, L major viab -6.5, TNAP inh hi DEA 7.2, bIAP act 1, Diaph inh CS 4.0 and bIAP inh 0.4.
N#CCc1ccc(NS(=O)(=O)c2cccs2)cc1 was read as Diaphorase act 1, TNAP act hiacc 1.1, PMI act 1, TNAP inh no acc -16.5, PMI act hi M6P 1, L major viab -7.0, TNAP inh hi DEA -8.6, bIAP act 1.1, Diaph inh CS -1.3 and bIAP inh -6.8.
`COc1nc(Oc2ccc(=O)n(C)n2)nc(N(C)C)n1` gave Diaphorase act 1, TNAP act hiacc 1, PMI act 1, TNAP inh no acc -8.3, PMI act hi M6P 1, L major viab -5.2, TNAP inh hi DEA -1.0, bIAP act 0.9, Diaph inh CS 0.1 and bIAP inh 7.2.
Screening COc1ccccc1CC(=O)Nc1ccc(-c2noc(COc3ccc(Cl)c(C)c3)n2)cc1 returned Diaphorase act 1, TNAP act hiacc 1, PMI act 1, TNAP inh no acc -18.8, PMI act hi M6P 1, L major viab 2.2, TNAP inh hi DEA -3.7, bIAP act 0.9, Diaph inh CS 2.5 and bIAP inh 6.7.
CCn1ncc(CN2CCCC(CNC(=O)c3ccc(F)cc3)C2)c1C (stereo unspecified) was read as TNAP act hiacc 1, TNAP inh no acc -7.8, L major viab -0.6, TNAP inh hi DEA -2.1, bIAP act 1 and bIAP inh -1.0.
Screening COc1cc(CCC(=O)OCn2nnc3ccccc3c2=O)cc(OC)c1OC returned Diaphorase act 1, TNAP act hiacc 1, PMI act 1, TNAP inh no acc -4.0, PMI act hi M6P 0.9, L major viab -0.8, TNAP inh hi DEA -0.7, bIAP act 0.9, Diaph inh CS 4.2 and bIAP inh 7.7.
Screening Cc1nn(-c2ccccc2)c2c1C(=O)NC(=O)C(C)(C)C2 returned Diaphorase act 0.8, TNAP act hiacc 1, PMI act 1, TNAP inh no acc -5.7, PMI act hi M6P 1, L major viab 0.2, TNAP inh hi DEA -4.0, bIAP act 0.9, Diaph inh CS 15.6 and bIAP inh 6.3.
For Cc1sc(-c2ccncc2)nc1OC(=O)c1cc(Cl)cc(Cl)c1 the results were Diaphorase act 0.9, TNAP act hiacc 1, PMI act 0.9, TNAP inh no acc -11.8, PMI act hi M6P 1, L major viab -5.0, TNAP inh hi DEA 0.5, bIAP act 0.9, Diaph inh CS 13.2 and bIAP inh 12.3.

Continued, starting with the last three of the part before.
Screening COc1cc(CCC(=O)OCn2nnc3ccccc3c2=O)cc(OC)c1OC returned Diaphorase act 1, TNAP act hiacc 1, PMI act 1, TNAP inh no acc -4.0, PMI act hi M6P 0.9, L major viab -0.8, TNAP inh hi DEA -0.7, bIAP act 0.9, Diaph inh CS 4.2 and bIAP inh 7.7.
Screening Cc1nn(-c2ccccc2)c2c1C(=O)NC(=O)C(C)(C)C2 returned Diaphorase act 0.8, TNAP act hiacc 1, PMI act 1, TNAP inh no acc -5.7, PMI act hi M6P 1, L major viab 0.2, TNAP inh hi DEA -4.0, bIAP act 0.9, Diaph inh CS 15.6 and bIAP inh 6.3.
For Cc1sc(-c2ccncc2)nc1OC(=O)c1cc(Cl)cc(Cl)c1 the results were Diaphorase act 0.9, TNAP act hiacc 1, PMI act 0.9, TNAP inh no acc -11.8, PMI act hi M6P 1, L major viab -5.0, TNAP inh hi DEA 0.5, bIAP act 0.9, Diaph inh CS 13.2 and bIAP inh 12.3.
For COc1ccccc1C(=O)NCC(=O)NNc1ncnc(N)c1[N+](=O)[O-] the results were Diaphorase act 1, TNAP act hiacc 0.9, PMI act 0.9, TNAP inh no acc -93.3, PMI act hi M6P 0.9, L major viab -8.4, TNAP inh hi DEA 13.9, bIAP act 1.3, Diaph inh CS 4.8 and bIAP inh -30.4.
For N#Cc1c(NC(=O)CSC2=NCCS2)sc2c1CCCC2 the results were Diaphorase act 0.8, TNAP act hiacc 1, PMI act 0.9, TNAP inh no acc 5.3, PMI act hi M6P 1, L major viab 13.5, TNAP inh hi DEA -1.1, bIAP act 1, Diaph inh CS 17.8 and bIAP inh -1.1.
Screening O=C(CCc1nc2ccccc2c(=O)[nH]1)OCCOc1ccc(Cl)cc1 returned Diaphorase act 0.9, TNAP act hiacc 1, PMI act 0.9, TNAP inh no acc -1.6, PMI act hi M6P 0.9, L major viab -3.1, TNAP inh hi DEA -0.3, bIAP act 1, Diaph inh CS 11.4 and bIAP inh 2.2.
`COc1ccc(/C=N/NC(=O)c2ccc(C)cc2)cc1CN1CCN(c2ccc(F)cc2)CC1` gave Diaphorase act 0.9, TNAP act hiacc 1.1, PMI act 1, TNAP inh no acc -13.0, PMI act hi M6P 1, L major viab -5.2, TNAP inh hi DEA -8.7, bIAP act 1.1, Diaph inh CS 13.2 and bIAP inh -5.8.
CN1/C(=C/C=N/NC(=O)c2ccc([N+](=O)[O-])cc2)C(C)(C)c2ccccc21 was read as Diaphorase act 0.8, TNAP act hiacc 0.6, PMI act 1.1, TNAP inh no acc 27.9, PMI act hi M6P 1.1, L major viab -3.3, TNAP inh hi DEA 41.9, bIAP act 0.9, Diaph inh CS 20.3 and bIAP inh 6.4.
`CCCn1nnc(NC(=S)NC(=O)c2cccs2)n1` gave Diaphorase act 0.9, TNAP act hiacc 0.9, PMI act 1, TNAP inh no acc 2.9, PMI act hi M6P 1.2, L major viab -10.1, TNAP inh hi DEA 6.1, bIAP act 1, Diaph inh CS 10.6 and bIAP inh -4.7.
Screening C[C@H]1C(=O)N(C)CCN1C(=O)c1ccccc1OC1CCN(S(C)(=O)=O)CC1 returned Diaphorase act 0.9, TNAP act hiacc 1, PMI act 1, TNAP inh no acc -3.9, PMI act hi M6P 1, L major viab -5.3, TNAP inh hi DEA -1.1, bIAP act 1.2, Diaph inh CS 9.4 and bIAP inh -16.8.
CC(OC(=O)c1c2c(nc3ccccc13)/C(=C\c1ccc3c(c1)OCO3)CCC2)C(=O)Nc1ccc(S(N)(=O)=O)cc1 (stereo unspecified) was read as Diaphorase act 0.5, TNAP act hiacc 0.9, PMI act 0.7, TNAP inh no acc -4.5, PMI act hi M6P 0.5, L major viab 14.4, TNAP inh hi DEA 7.6, bIAP act 0.9, Diaph inh CS 48.1 and bIAP inh 6.2.
COc1cccc(/C=C2\SC(=S)N(N3CCOCC3)C2=O)c1OC was read as Diaphorase act 0.9, TNAP act hiacc 1, PMI act 1, TNAP inh no acc -16.2, PMI act hi M6P 1, L major viab -2.5, TNAP inh hi DEA -4.7, bIAP act 0.9, Diaph inh CS 10.5 and bIAP inh 13.8.
Screening CCCc1cc(-c2nc(-c3ccc(Cl)cc3)cs2)ccn1 returned Diaphorase act 0.8, TNAP act hiacc 1, PMI act 0.8, TNAP inh no acc -2.8, PMI act hi M6P 0.9, L major viab 1.9, TNAP inh hi DEA 0.9, bIAP act 0.9, Diaph inh CS 17.5 and bIAP inh 7.9.
CCOC(=O)C1CCN(C(=O)Cc2ccc(OC)c(OC)c2)CC1 was read as Diaphorase act 1, TNAP act hiacc 1, PMI act 0.9, TNAP inh no acc -3.7, PMI act hi M6P 0.9, L major viab -1.0, TNAP inh hi DEA -0.1, bIAP act 1.1, Diaph inh CS -0.3 and bIAP inh -9.5.
For C=CCN1C(=O)C(CC(=O)O)SC1=Nc1ccc(C(=O)O)cc1 (stereo unspecified) the results were Diaphorase act 1, TNAP act hiacc 1, PMI act 1.1, TNAP inh no acc -5.6, PMI act hi M6P 1, L major viab -2.4, TNAP inh hi DEA 0.1, bIAP act 1.1, Diaph inh CS 3.5 and bIAP inh -7.7.
For COc1cccc(-c2nc(CS(=O)(=O)CC(=O)Nc3cc(C)ccc3C)c(C)o2)c1 the results were Diaphorase act 0.9, TNAP act hiacc 1, PMI act 0.9, TNAP inh no acc -15.6, PMI act hi M6P 0.9, L major viab -5.1, TNAP inh hi DEA 2.7, bIAP act 0.9, Diaph inh CS 9.3 and bIAP inh 9.2.
For CCCCNC(=O)C12CCC(C)(C(=O)C1Br)C2(C)C (stereo unspecified) the results were Diaphorase act 1, TNAP act hiacc 1, PMI act 1, TNAP inh no acc -5.8, PMI act hi M6P 1, L major viab -5.6, TNAP inh hi DEA -3.0, bIAP act 1.2, Diaph inh CS 0.7 and bIAP inh -15.9.
For O=C(CN1C(=O)C2CC=CCC2C1=O)Nc1ccc(S(=O)(=O)NC2=NCCCCC2)cc1 (stereo unspecified) the results were Diaphorase act 0.9, TNAP act hiacc 1, PMI act 0.9, TNAP inh no acc -10.2, PMI act hi M6P 0.9, L major viab -12.2, TNAP inh hi DEA -3.3, bIAP act 1, Diaph inh CS 10.2 and bIAP inh -0.2.
NC(=O)c1ccc[n+](CC(=O)OCCC23CC4CC(CC(C4)C2)C3)c1 was read as Diaphorase act 1, TNAP act hiacc 1, PMI act 1.1, TNAP inh no acc -9.9, PMI act hi M6P 1.1, L major viab -3.0, TNAP inh hi DEA -2.2, bIAP act 0.9, Diaph inh CS 2.4 and bIAP inh 8.9.
`CNC(=O)COc1ncnc2scc(-c3ccc(F)cc3)c12` gave Diaphorase act 1, TNAP act hiacc 1, PMI act 1, TNAP inh no acc -21.9, PMI act hi M6P 1, L major viab 1.1, TNAP inh hi DEA -1.8, bIAP act 1, Diaph inh CS 4.8 and bIAP inh 1.0.
